Compound activity deposited in PubChem BioAssay by several laboratories.
GPR35 arrestin U2OS: GPR35 antagonists blocking zaprinast-driven arrestin recruitment, primary screen, imaging, U2OS, beta-arrestin-GFP, zaprinast agonist (AID 2058). U2OS GPR35 beta-arrestin-GFP translocation imaging, zaprinast antagonism; higher % means a stronger effect. one-dose inhibition, % at 10 µM; IC50 in µM for titrated hits. 290,000 tested, 0.052% active;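 active = inhibition of at least 50% with at least 30 cells and total cytoplasm GFP at most 10,000,000; inconclusive = under 30 cells or total GFP of 10,000,000 plus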
GPR55 antagonists: GPR55 antagonists blocking LPI-driven arrestin recruitment, primary screen, imaging, U2OS, beta-arrestin-GFP, LPI agonist (AID 2013). U2OS GPR55 beta-arrestin-GFP translocation imaging, LPI antagonism; higher % means a stronger effect. one-dose inhibition, % at 10 µM; IC50 in µM for titrated hits. 290,000 tested, 0.13% active;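 active = spots per cell inhibited over 60%, with over 100 cells counted and total cytoplasm intensity under 500,000; inconclusive = wells with under 100 cells, flagged as likely toxic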;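 also: U2OS cells stably carrying GPR55 and arrestin-GFP stimulated by 5 µM LPI near EC80; imaged beta-arrestin-GFP aggregate spots per cell after agonist stimulation; plate controls were LPI-stimulated DMSO wells for no effect and DMSO wells without LPI for full effect; some results filed as inactive read as strong as hits; confirmed hits need IC50 under 10 µM and bright autofluorescent wells are also inconclusive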
KOR beta-arrestin-1: kappa opioid receptor activators – cell-based, luminescence, uHTS, primary screen (AID 1777) | KOR beta-arrestin recruitment, luminescence; higher % means a stronger effect | activation, % at 10 µM; hits with a dose series show EC50 in µM | 280,000 tested, 0.02% active; in the data active = activation above about 50%, passing the limit was not always enough; also: a part of the inactive calls stands beside numbers as strong as those of hits
West Nile antiviral: West Nile virus antiviral activity, cell-based, CPE readout (AID 1621) | West Nile virus-infected cells, CPE inhibition; higher % means a stronger effect | CPE inhibition, % at 10 µM; hits with a dose series show IC50 in µM | 290,000 tested, 0.02% active; in the data active = a potency from the dose series; inconclusive = CPE inhibition mostly from about 3.7% at the one dose, without a potency; inactive = the rest, 99 in 100 with CPE inhibition below about 2.2%; also: strong numbers were not always called active
KOR beta-arrestin-2: KOR antagonists, beta-arrestin recruitment, cell-based, luminescence, uHTS (AID 1778); KOR beta-arrestin recruitment, luminescence, antagonist mode; higher % means a stronger effect; inhibition, % at 10 µM; hits with a dose series show IC50 in µM; 290,000 tested, 0.091% active; in the data active = inhibition above about 50%; also: strong numbers were not always called active
GPR55 beta-arrestin: selective activators of receptor GPR55 – imaging, U2OS cells, beta-arrestin-GFP redistribution, primary screen (AID 1961) | U2OS GPR55 beta-arrestin-GFP redistribution imaging; higher % means a stronger effect | one-dose activation, % at 10 µM; EC50 in µM for titrated hits | 290,000 tested, 0.048% active;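 active = activation above 40% with more than 50 cells counted in the well; inconclusive = wells holding fewer than 50 cells, flagged as toxic or sparse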;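 also: U2OS osteosarcoma cells stably expressing GPR55 and beta-arrestin-GFP; plate controls were DMSO negative control for no effect and LPI positive control for full effect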
T cell HTS: modulates CD8 T cell binding to vesicles. 2C CD8+ T cell-vesicle binding, flow cytometry; stronger effect = lower value. calls only at 7 µM. 330,000 tested, 0.068% active;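 active = response, share of CD8 T cells binding vesicles, and their 90th percentile fluorescence all below set limits, cut at about 80% in these data, passing the limit was not always enough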
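Incubation: binding step 1.5 h, 37 °C, antibody labelling 20 min, ice; system: murine 2C transgenic CD8+ T lymphocytes; technique: cytometric PE anti-B7-1 and Alexa647 anti-CD8 signals after 1% paraformaldehyde fixation; also added: QL9-charged Drosophila Ld/ICAM-1/B7-1 vesicles; control set: naked versus QL9-loaded vesicles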
NTR1 ag: NTR1-driven beta-arrestin-GFP spot formation – imaging, U2OS cells, high content, primary screen (AID 493036); agonist mode; activation, % at 20 µM; 330,000 tested, 0.17% active;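 active = activation at or above 40% of the spot to cytoplasm intensity ratio, with at least 20 cells analyzed; inconclusive = wells under 20 cells, flagged as cytotoxic or low count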;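 also: 0% = DMSO without peptide and 100% = 100 nM NTR1 peptide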
Target sequence (P30989 whole entry, looked up): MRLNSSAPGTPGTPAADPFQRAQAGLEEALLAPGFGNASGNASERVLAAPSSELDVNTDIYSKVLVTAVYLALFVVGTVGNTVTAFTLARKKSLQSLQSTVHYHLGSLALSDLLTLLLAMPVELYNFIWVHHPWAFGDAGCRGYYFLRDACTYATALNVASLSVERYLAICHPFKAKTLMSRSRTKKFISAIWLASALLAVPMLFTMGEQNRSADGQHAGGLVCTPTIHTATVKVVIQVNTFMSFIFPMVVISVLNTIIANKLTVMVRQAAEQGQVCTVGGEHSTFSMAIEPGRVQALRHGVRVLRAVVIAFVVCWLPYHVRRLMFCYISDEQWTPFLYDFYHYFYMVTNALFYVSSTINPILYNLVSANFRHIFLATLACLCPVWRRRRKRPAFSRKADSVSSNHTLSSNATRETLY
PhoP inhibition: PhoP-dependent GFP reporter repression – Salmonella Typhimurium, primary screen (AID 1863) | S. Typhimurium PhoP-regulated promoter GFP reporter, 4 h; higher % means a stronger effect | one-dose inhibition, % at 50 µM; IC50 in µM for titrated hits | 300,000 tested, 0.16% active;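 active = inhibition over 29.93%, a cutoff 3 SD above the screen mean, later confirmed by dose response; inconclusive = inhibition over 29.93% but no dose response follow-up; inactive = inhibition at most 29.93% or unconfirmed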;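 also: 0% = low Mg2+ inducing control and 100% = high Mg2+ repressing control; strong numbers were not always called active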
T cell HTS vesicle-bound %: recorded beside T cell HTS, whose call it bears; double positive events, %; measured here: CD8+ vesicle-bound cell fraction;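 binding gate set so that unloaded-vesicle control wells show 10% double positive cells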
NTR1 ag cell count 20 µM: further read-out of NTR1 ag, marked with its call; cell count; measured here: cell count, cytotoxicity flag
Starred values were filed as active, the others as inactive; i = inactive; u = inconclusive; x = not tested or not shown; [ ] = remark or other dose.

cpd	SMILES	GPR35 arrestin U2OS	GPR55 antagonists	KOR beta-arrestin-1	West Nile antiviral	KOR beta-arrestin-2	GPR55 beta-arrestin
1	Cn1c2ccccc2n2c(=O)c(Cl)c(-c3ccccc3)c(C#N)c12	-6%	-8%	0.6%	-0.7%	x	0.0%
2	C=CCNC(=O)N1CCCC(C(=O)c2cccc(OC(C)C)c2)C1 (stereo unspecified)	0%	6%	-1.7%	-0.9%	-1%	0.2%
3	CC(C)Oc1ccc(C2CC(=O)N(c3ccc(C(=O)O)cc3)C2=O)cc1 (stereo unspecified)	2%	3%	x	-0.4%	-36%[20 µM]	-0.1%
4	COCCCN(CCC#N)C(=O)c1c(-c2c(Cl)cccc2Cl)noc1C	2%	2%	2.8%	-0.4%	5%	0.7%
5	CCC(C)c1ccc(NC(=O)c2cnn3c(C(F)F)cc(C)nc23)cc1 (stereo unspecified)	1%	5%	6.1%	-0.3%	-44%	0.0%
6	Cc1onc(-c2ccccc2Cl)c1C(=O)N1C=CC(C(F)(F)Cl)=NCC1	-9%	13%	-1.2%	-0.2%	-13%	0.5%
7	COc1cc2c(cc1OC)C(Nc1ccc(S(N)(=O)=O)cc1)=NC(C)(C)C2	-20%	14%	9.3%	-0.3%	-18%	0.3%
8	Cc1ccsc1C(=O)N1CCCC(C(=O)c2cc(F)ccc2F)C1 (stereo unspecified)	5%	18%	-2.9%	-1.3%	1%	0.0%
9	O=C(COC(=O)c1cc[n+]([O-])cc1)Nc1ccc([N+](=O)[O-])cc1Cl	14%	2%	2.4%	-0.2%	16%	0.2%
10	Cc1cc([N+](=O)[O-])cc(C)c1OCC(=O)N/N=C/c1ccc(OC(=O)c2ccccc2)cc1	10%	12%	1.6%	-0.1%	-2%	-0.1%

cpd	T cell HTS	T cell HTS vesicle-bound %	NTR1 ag	NTR1 ag cell count 20 µM	PhoP inhibition
1	i	11	11	64	5%
2	i	60	0.0	71	-3%
3	i	34	0.3	41	9%
4	i	16	-1.6	38	-4%
5	i	17	6.0	38	-6%
6	i	35	5.3	74	-11%
7	i	16	0.7	47	0%
8	i	24	-0.3	52	-8%
9	i	18	2.6	43	-4%
10	i	11	5.0	83	-2%

Looked up by structure from above, 6 records:
cpd	SMILES	GPR35 arrestin U2OS	GPR55 antagonists	KOR beta-arrestin-1	West Nile antiviral	KOR beta-arrestin-2	GPR55 beta-arrestin
5	CCC(C)c1ccc(NC(=O)c2cnn3c(C(F)F)cc(C)nc23)cc1 (stereo unspecified)	1%	5%	6.1%	-0.3%	-44%	0.0%
1	Cn1c2ccccc2n2c(=O)c(Cl)c(-c3ccccc3)c(C#N)c12	-6%	-8%	0.6%	-0.7%	x	0.0%
4	COCCCN(CCC#N)C(=O)c1c(-c2c(Cl)cccc2Cl)noc1C	2%	2%	2.8%	-0.4%	5%	0.7%
3	CC(C)Oc1ccc(C2CC(=O)N(c3ccc(C(=O)O)cc3)C2=O)cc1 (stereo unspecified)	2%	3%	x	-0.4%	-36%[20 µM]	-0.1%
9	O=C(COC(=O)c1cc[n+]([O-])cc1)Nc1ccc([N+](=O)[O-])cc1Cl	14%	2%	2.4%	-0.2%	16%	0.2%
10	Cc1cc([N+](=O)[O-])cc(C)c1OCC(=O)N/N=C/c1ccc(OC(=O)c2ccccc2)cc1	10%	12%	1.6%	-0.1%	-2%	-0.1%

cpd	T cell HTS	T cell HTS vesicle-bound %	NTR1 ag	NTR1 ag cell count 20 µM	PhoP inhibition
5	i	17	6.0	38	-6%
1	i	11	11	64	5%
4	i	16	-1.6	38	-4%
3	i	34	0.3	41	9%
9	i	18	2.6	43	-4%
10	i	11	5.0	83	-2%

(more compounds)
cpd	SMILES	GPR35 arrestin U2OS	GPR55 antagonists	KOR beta-arrestin-1	West Nile antiviral	KOR beta-arrestin-2	GPR55 beta-arrestin
11	CC(=O)Nc1cccc(-c2nnc(SCc3ccccc3C#N)n2C)c1	-3%	-5%	-1.7%	-0.2%	-16%	0.3%
12	O=C(Cn1cc2c(n1)CCCC2)Nc1ccccc1Br	25%	4%	4.2%	-0.6%	-39%	-0.1%
13	COC(=O)C(C(=O)OC)C(C(=O)OC)C(C(=O)OC)C(=O)OC	13%	5%	-3.5%	0.4%	13%	-0.4%
14	O=C(CNS(=O)(=O)c1ccc(Br)s1)N1CCCC1	1%	1%	0.8%	-0.1%	-3%	0.3%
15	CCOc1cc(NC(=O)Nc2ccc(F)cc2)c(OCC)cc1NC(=O)CC	-2%	5%	2.0%	-1.0%	-45%[20 µM]	-0.3%
16	O=C(CCNC(=O)c1ccccc1Cl)Nc1nnc(C2CC2)s1	0%	0%	-8.8%	x	4%	0.1%
17	CCOC(=O)c1c(-c2ccc(-c3ccccc3)cc2)csc1NC(=O)CNCCN(C)C	6%	43%	-3.8%	-2.2%	42%	0.3%
18	COc1ccc(CSc2nnc(C)n2N)cc1Br	13%	6%	1.2%	0.3%	13%	-0.2%
19	COC(=O)c1ccc(NC(=O)CNS(=O)(=O)c2cccs2)cc1	8%	2%	-4.4%	-0.3%	-23%	-0.1%
20	O=C1/C(=C/c2cccc([N+](=O)[O-])c2)CSc2ccc(Cl)cc21	4%	6%	3.3%	-0.8%	-8%	0.2%

cpd	T cell HTS	T cell HTS vesicle-bound %	NTR1 ag	NTR1 ag cell count 20 µM	PhoP inhibition
11	i	25	1.8	41	5%
12	i	54	1.0	55	12%
13	i	27	1.3	45	0%
14	i	15	0.5	47	13%
15	i	52	1.9	61	4%
16	i	57	0.1	52	1%
17	i	64	23	70	8%
18	i	49	-1.0	38	11%
19	i	33	1.0	61	-1%
20	i	38	3.5	61	-8%

Following part:
cpd	SMILES	GPR35 arrestin U2OS	GPR55 antagonists	KOR beta-arrestin-1	West Nile antiviral	KOR beta-arrestin-2	GPR55 beta-arrestin
21	Cc1cc(C)cc(NC(=O)C(=O)NCCCN2CCOCC2)c1	-15%	14%	3.3%	-0.5%	-35%	0.1%
22	COc1cccc(-n2c([S-])c(C(=O)Nc3ccc(C(F)(F)F)cc3)[n+]3ccccc23)c1	-8%	-1%	0.7%	-0.1%	-28%	0.0%
23	COc1cc2[nH]c(=S)nc(NCCc3ccc(C)cc3)c2cc1OC	-1%	5%	-3.0%	0.8%	-40%	0.1%
24	Cc1ccccc1NC(=O)c1cc(S(=O)(=O)N2CCOCC2)cs1	8%	-2%	4.2%	-0.4%	-35%	0.3%
25	Cc1cccc(C(=O)NC2CCN(S(=O)(=O)c3ccc(F)cc3)CC2)c1	12%	-6%	1.9%	-0.7%	-15%	-0.1%
26	COc1ccc(N2CCN(C(=O)c3[nH]c4ccc(OC)cc4c3C)CC2)cc1	10%	6%	2.7%	-0.6%	5%	-0.2%
27	CCO[C@H]1OC(C(=O)NCc2ccccc2)=C[C@@H](C2CCCCC2)[C@@H]1CCCO	-17%	5%	3.1%	0.8%	-17%	0.1%
28	CN(C)c1ccc(C(=O)N/N=C/c2ccccn2)cc1	13%	13%	-4.8%	-0.4%	6%	-0.1%
29	CCCCCOc1ccc(CSc2ncn[nH]2)cc1	-10%	8%	1.7%	1.5%	-11%	-0.1%
30	COc1cc(/C=N/NC(=O)Cc2ccccc2)ccc1Oc1ccc([N+](=O)[O-])cc1[N+](=O)[O-]	1%	15%	2.2%	-1.3%	-10%	-0.4%

cpd	T cell HTS	T cell HTS vesicle-bound %	NTR1 ag	NTR1 ag cell count 20 µM	PhoP inhibition
21	i	69	-0.7	37	1%
22	i	19	1.5	40	-4%
23	x	x	x	x	12%
24	i	42	-0.2	36	1%
25	i	45	1.0	52	11%
26	i	27	-0.8	95	13%
27	i	27	6.4	50	-6%
28	i	17	-0.1	70	2%
29	i	25	2.1	58	2%
30	i	39	-0.5	86	7%

The list continues:
cpd	SMILES	GPR35 arrestin U2OS	GPR55 antagonists	KOR beta-arrestin-1	West Nile antiviral	KOR beta-arrestin-2	GPR55 beta-arrestin
31	COc1cc(CC(=O)NCC(C)(C)N2CCOCC2)cc(OC)c1OC	15%	-15%	-2.4%	-0.1%	-9%	-0.2%
32	O=C(COC(=O)/C=C/c1ccccc1)Nc1cc(C(F)(F)F)ccc1N1CCOCC1	6%	2%	3.4%	-0.5%	37%	u
33	O=C(c1ccc(Br)o1)N1CCN(c2ccc3nnc(-c4ccc(F)cc4)n3n2)CC1	7%	-2%	-2.2%	0.8%	-30%	-0.3%
34	COC(=O)C[n+]1cccc2ccccc21	11%	9%	-2.1%	-0.2%	19%	0.1%
35	COc1ccc(-n2cc(CNCc3cnc4ccccn34)c(-c3cccc(F)c3)n2)cc1	-14%	10%	6.6%	-1.2%	-21%	0.1%
36	CCOC(=O)c1c(S(=O)(=O)Nc2ccccc2OCC)c(C)n(C)c1C	-13%	4%	-0.9%	-1.2%	-34%	0.3%
37	COc1cc(CCC(=O)Nc2cccc(S(=O)(=O)N(C)C)c2)cc(OC)c1OC	-2%	7%	-1.1%	-0.6%	x	-0.2%

cpd	T cell HTS	T cell HTS vesicle-bound %	NTR1 ag	NTR1 ag cell count 20 µM	PhoP inhibition
31	i	22	-0.8	63	1%
32	i	61	0.0	80	7%
33	i	37	3.5	60	0%
34	i	31	-2.2	59	-1%
35	i	30	2.0	41	3%
36	i	40	0.8	54	-2%
37	i	8	2.0	43	-7%
